# Bioassay records from PubChem.
# PI4K2A inh: inhibitors of human PI4K2A; activity change, negative = inhibition, % at 76.9 µM; purified PI4K2A, ADP-Glo luminescence, 1 h; stronger effect = lower value; 420,000 tested, 0.13% active; in the data active means activity change below about -50%;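 further: -100% = wells without enzyme as full effect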
# Target sequence (Q9BTU6 whole entry, looked up): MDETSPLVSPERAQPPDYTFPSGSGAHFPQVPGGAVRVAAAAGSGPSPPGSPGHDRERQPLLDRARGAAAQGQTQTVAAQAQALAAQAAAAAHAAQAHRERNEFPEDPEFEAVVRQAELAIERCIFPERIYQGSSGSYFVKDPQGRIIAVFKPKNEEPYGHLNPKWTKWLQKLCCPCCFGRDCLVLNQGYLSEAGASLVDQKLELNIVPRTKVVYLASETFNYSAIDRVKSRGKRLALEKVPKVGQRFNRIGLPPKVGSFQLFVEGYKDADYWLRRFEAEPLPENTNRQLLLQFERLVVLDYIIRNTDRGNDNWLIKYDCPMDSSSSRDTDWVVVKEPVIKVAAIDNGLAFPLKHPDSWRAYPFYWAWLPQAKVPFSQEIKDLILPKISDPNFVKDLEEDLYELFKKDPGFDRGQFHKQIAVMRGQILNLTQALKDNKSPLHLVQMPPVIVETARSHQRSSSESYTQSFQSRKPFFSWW
#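 ADP-Glo luminescence measured ADP generated by PI4K2A enzyme (4 ug/mL before mixing) with 1.2 mM PI substrate (pre-mix) and 300 microM ATP (pre-mix). Tris pH7.5 buffer with MgCl2, Triton X-100; 1 h reaction at ambient temperature.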
# Starred values were filed as active, the others as inactive. An excerpt; the hit share may differ from the screen's.
SMILES,PI4K2A inh
O=C(NC1CCCCN(Cc2ccc(Cl)cc2)C1=O)c1ccc(Cl)cc1Cl (stereo not drawn),0
COC(=O)[C@]12C[C@H](CC(=O)N3CCSCC3)C(=O)N(Cc3ccco3)C1=C[C@H](COCc1ccccc1)O[C@@H]2C,2
COc1ccc(OC)c(CN2C(=O)CN(S(C)(=O)=O)CC2(C)C(=O)Nc2c(C)cccc2C)c1 (stereo not drawn),9
O=S1(=O)CC2c3ccccc3CCN2CN1CCc1ccccc1 (stereo not drawn),0
Cc1ccc(CN2CCCCC(NC(=O)c3ccc(F)c(F)c3)C2=O)cc1 (stereo not drawn),0
COC(=O)[C@]12CCCCC=C1N(Cc1ccc3c(c1)OCO3)C(=O)[C@H](CC(=O)N1CCN(C(=O)C3CC3)CC1)C2,-1
COC(=O)[C@]1(CNC(=O)NCCc2ccc(OC)c(OC)c2)CC(=O)N(C)[C@@H]1c1ccccc1,-3
NC(=O)c1c(N)[nH]c(C(=O)c2ccccc2)c1-c1ccccn1,-4
CCCCS(=O)(=O)N1C2=NC3=C(C(=O)N(CCOC)C3=O)C3N(C)c4ccccc4[C@]23C[C@H]1CO (stereo partly drawn),-3
Cc1ccc(S(=O)(=O)NC[C@H]2CN(S(=O)(=O)c3ccc(C)cc3)[C@@H](Cc3ccccc3)CO2)cc1,0
COC(=O)[C@]12C[C@H](CC(=O)NCCCCc3ccccc3)C(=O)N(CCc3ccc(OC)c(OC)c3)C1=C[C@H](C(C)C)O[C@@H]2C1CC1,1
COc1cc(-n2c(C)nc3cc(C(=O)N4CCCC4)ccc32)cc(OC)c1OC,-3
COc1ccc(S[C@]2(C(=O)N3CCN(C(C)=O)CC3)CC(=O)N(C(=O)CCc3ccccc3)[C@@H]2c2ccc(OC)cc2)cc1,-2
CCCN(CC1CC1)C(=O)c1ccc(CNC(=O)c2cccc(Br)c2)cc1,2
CCC(C)NC(=O)CSc1nnc(-c2cc(OC)c(OC)c(OC)c2)o1 (stereo not drawn),-3
CC(C)CC(CCOCCO)NC(=O)OCc1ccccc1[N+](=O)[O-] (stereo not drawn),0
O=C(NCC[C@@H]1CC[C@@H](NS(=O)(=O)c2ccccc2)[C@@H](CO)O1)c1cc(Cl)cc(Cl)c1,-3
CCOc1ccc(-n2c(SCC(=O)Nc3cc(C)c(NC(=O)c4ccccc4)cc3OC)nnc2-c2cccs2)cc1,14
C[C@H](NC(=O)C[C@@H]1CC[C@H]2[C@@H](COC[C@H](O)CN2Cc2ccc(C(F)(F)F)cc2)O1)c1ccccc1,3
COC(=O)c1cc(-c2cc3ccccc3o2)c(=O)n2c1CCC2,-3
COC(=O)C[C@H]1CC[C@H]2[C@H](COc3ccc(NC(=O)C4CC4)cc3C(=O)N2C)O1,2
COC(=O)C[C@@H]1C=C[C@@H](NS(=O)(=O)c2ccc(OC)cc2)[C@@H](CO)O1,-2
COC(=O)[C@]12C[C@H](CC(=O)NCCCN3CCCC3=O)C(=O)N(Cc3ccco3)C1=C[C@H](C1CCCC1)O[C@@H]2C,0
CN(C)[C@@H]1CCN(c2cccc3c2S(=O)(=O)N(C2CC2)CCCO3)C1,2
CC(NCc1ccco1)C(=O)N1CCCN(C)CC1 (stereo not drawn),6
# (further entries)
SMILES,PI4K2A inh
CCCCOc1ccc(C(=O)NC2CCCCN(Cc3ccc(C)cc3)C2=O)cc1 (stereo not drawn),3
CCCC[C@H](C(=O)N(CC)c1ccccc1)[C@@H](O)c1ccc2ccccc2c1,-2
CCN(CC)CCCNC(=O)CSc1nc2cccnc2n1C,-1
c1ccc(CNC2CCC23CCC(c2ccccc2)CC3)cc1 (stereo not drawn),1
CC[C@H](CCCc1ccc(OC)cc1)CCC(=O)N(c1ccccc1)c1ccccc1,5
Cc1[nH]cnc1/C=N\NC(=O)c1cccc(S(=O)(=O)N(C)C)c1,0
C#CCNC(=O)C[C@H]1C[C@@]2(C(=O)OC)C(=C[C@H](C(C)(C)C)O[C@@H]2C)N(Cc2ccco2)C1=O,-4
CCCNC(=O)C[C@@H]1CC[C@H]2NC[C@H](O)COC[C@@H]2O1,0
COc1ccc(CN2CCC(CNC(=O)Nc3ccc(C)c(F)c3)CC2)cc1,-2
CC1(C(=O)Nc2ccc3c(c2)OCCO3)CN(S(C)(=O)=O)CC(=O)N1CCc1ccccc1 (stereo not drawn),-1
COCC(=O)N[C@H]1C=C[C@@H](CC(=O)OC)O[C@@H]1CO,-2
Cc1cc(-c2n[nH]c(=S)n2N=Cc2c3ccccc3cc3ccccc23)n[nH]1,-5
COc1cccc(NC(=O)C2CCCN2C(=O)NCc2ccccc2)c1 (stereo not drawn),-4
CCC[C@H]1[C@@H](OC(=O)NCc2cccc(Cl)c2)CC[C@@]23CCCN2C(=O)CCC[C@@H]13,0
CC(=O)OC12CCCN(C1)/C(=C/c1cccc(Cl)c1)C2 (stereo not drawn),-6
COc1ccc(-c2cc(C(=O)NN=Cc3ccccc3[N+](=O)[O-])[nH]n2)cc1,3
Cc1cccc(C(=O)N[C@@H]2CC[C@@]34CCCN3C(=O)CCC[C@H]4[C@H]2C)c1,0
CCC[C@H]1[C@@H](N)CC[C@@]23CCCN2C(=O)CCC[C@@H]13,6
CNC(=O)C[C@@H]1CC[C@@H]2[C@H](COc3ccc(NC(=O)c4cccc(F)c4)cc3C(=O)N2C)O1,-5
CCCCNC(=O)C1(C(=O)C2CC2)CC(c2ccccc2C(F)(F)F)=NO1 (stereo not drawn),3
COC(=O)[C@]12CCCCC=C1N(Cc1ccc3c(c1)OCO3)C(=O)[C@H](CC(=O)N1CCSCC1)C2,5
O=S1(=O)c2ccc(N3CCCC3)cc2Oc2ccccc2CN1Cc1cn(Cc2ccccc2C(F)(F)F)nn1,-2
COc1ccc(CN2C3=NC(c4ccccc4)CC(=O)N3/C(=C\c3ccccc3)C2c2ccccc2)c(OC)c1 (stereo not drawn),2
Cc1cc(C(=O)NN=C/C=C/c2ccco2)n[nH]1,-19
C[C@H]1CCCN1c1ccc2c(c1)OCCCN(C1CC1)S2(=O)=O,0
# New compounds follow
SMILES,PI4K2A inh
CC(=O)CC[C@@H]1CC[C@]2(CCCN(S(=O)(=O)c3ccccc3)C2)O1,1
CCCC(=O)N1CCC(NS(=O)(=O)c2ccc3c(c2)CCN3C(C)=O)CC1,6
O=C(CSc1nnc(-c2ccccn2)n1-c1ccc(Cl)cc1)Nc1cccc2ccccc12,-2
CC1(c2nnnn2Cc2ccccc2)CCSCC(=O)N1Cc1cccs1 (stereo not drawn),-2
COc1cccc(NC(=O)NC2CCCCN(Cc3ccccc3C)C2=O)c1 (stereo not drawn),-3
O=C(Nc1ccc(Cl)c(Cl)c1)C1CCCN(c2nnc(-n3cccc3)s2)C1 (stereo not drawn),-3
Cc1ccc(C(=O)N(Cc2ccccn2)CC2CCCO2)cc1 (stereo not drawn),-2
COC(=O)[C@]12C[C@H](CC(=O)N3CCN(C(=O)c4ccco4)CC3)C(=O)N(CCC3=CCCCC3)C1=C[C@H](C1CCCC1)O[C@@H]2C,2
Cc1ccc(S(=O)(=O)N2[C@@H](CO)CO[C@H]2CC(=O)c2cccs2)cc1,-10
COc1ccc(-c2nnc(SCC(=O)Nc3ccc(S(=O)(=O)Nc4cc(C)nc(C)n4)cc3)n2-c2ccc(OC)cc2)cc1,-1
COc1ccc2c(c1)CCCN2C(=O)C1CCCN(S(=O)(=O)c2cccc3cccnc23)C1 (stereo not drawn),0
O=C(CSc1nnc(-c2ccccc2)n1-c1ccc(Cl)cc1)NN=Cc1c[nH]c2ccccc12,-5
CCOC(=O)[C@]12CCCC=C1N(Cc1ccc(OC)cc1)C(=O)[C@@H]2CC(=O)N1CCN(C(=O)C2CC2)CC1,0
O=C(C1CCN(S(=O)(=O)c2ccccc2)CC1)N1CCN(C2CCCCC2)CC1,0
COC(=O)[C@]1(CNC(=O)Nc2ccc(C)c(Cl)c2)CC(=O)N(C)[C@@H]1c1ccccc1,-2
COc1ccccc1-n1cc(CN2CCc3onc(-c4ccc(Br)cc4)c3C2=O)nn1,-1
CC(C)C[C@H](NC1(C(=O)NCCc2c[nH]c3ccccc23)CCOCC1)C(=O)NCCCc1ccccc1,3
O=C1Nc2ccccc2-n2nnnc2C1N1CCN(c2ccccn2)CC1 (stereo not drawn),4
CC[C@H](CCCCCC#N)CCC(=O)N(c1ccccc1)c1ccccc1,1
Oc1ccc2ccccc2c1C=Nn1c(-c2n[nH]c3c2CCC3)n[nH]c1=S,1
C=CCC12C=C(OC)C(=O)C(C1=O)C(c1ccc(OC)cc1)C2C (stereo not drawn),1
COc1ccc(Cn2cc(COC(=O)NCCc3c[nH]c4ccccc34)nn2)cc1,-1
Cn1cccc1CC(=O)NN=Cc1cccc(F)c1,1
CC(C)(C)C(=O)OC12CCCN(C1)/C(=C/c1ccncc1)C2 (stereo not drawn),3
CN(CCc1ccccc1)C(=O)c1ccc2c(c1)ncn2C1CCCCC1,1
# Continued.
SMILES,PI4K2A inh
Cc1onc(C(=O)N2CCN(C(c3ccccc3)c3ccccc3)CC2)c1Br,2
CCCCCCCCN1CC(Cc2cc3ccccc3c3ccccc23)N(c2ccccc2)c2ccccc2C1=O (stereo not drawn),3
CCCCCCC(=O)NC1CCCCN(Cc2ccccc2C)C1=O (stereo not drawn),-5
COc1cc(NC(=O)C2CCCN(S(=O)(=O)c3ccc(C)c(C)c3)C2)cc(OC)c1 (stereo not drawn),3
O=C1CCC[C@H]2C[C@H](NCc3ccc(Br)cc3)CC[C@]23CCCN13,2
C/C(=N/NC(=O)CSc1nnc(-c2ccccc2)n1-c1ccc(Cl)cc1)c1cccc(O)c1,-12
CCn1c2ccccc2c2cc(NC(=O)COC(=O)c3cc(Cl)cc(Cl)c3)ccc21,-3
COCCCNC(=O)c1ccc(Cn2c(=O)c3ccccc3n(Cc3ccc(Br)cc3)c2=O)cc1,-4
O=S(=O)(c1cc2ccccc2s1)n1c(CN2CCOCC2)nc2ccccc21,2
C[C@@H]1CN([C@H](C)CO)C(=O)c2cc(NC(=O)Nc3ccccc3)ccc2O[C@@H](C)CCCCO[C@H]1CN(C)S(=O)(=O)c1ccc(F)cc1,3
Cc1cccc(C)c1NC(=O)C(c1ccnc2ccccc12)n1c(=O)c(-c2ccccc2)nc2ccccc21 (stereo not drawn),-5
O=C1CSc2ccc(C(=O)N3CCCC(C(=O)N4CCOCC4)C3)cc2N1 (stereo not drawn),-3
COc1ccc(C=NNC(=O)c2cc(-c3ccc(C)c(C)c3)n[nH]2)cc1OCc1ccccc1,-6
COC(=O)[C@@H](C)NC(=O)C(Cc1ccc2c(c1)OCO2)NC(C)=O (stereo partly drawn),-1
O=C(Nc1ccc(C(O)(C(F)(F)F)C(F)(F)F)cc1)c1ccccc1C(F)(F)F,-2
CC(C)NC(=O)C1C(c2ccc(C(F)(F)F)cc2)=Nc2ccccc2N1C(=O)c1ccccc1 (stereo not drawn),-5
O=C(CSc1nnc(-c2cccnc2)n1-c1ccccc1)Nc1ccc(OCc2ccccc2)cc1,-9
COC(=O)[C@@]12C[C@@H](CC(=O)NCC34CC5CC(CC(C5)C3)C4)C(=O)N(Cc3ccc4c(c3)OCO4)C1=CCC(C)(C)C2,0
COc1cccc(/C=C2\CC3(OC(=O)C4CCCCC4)CCCN2C3)c1 (stereo not drawn),-4
CCC(c1nc2ccccc2[nH]1)n1c(-c2ccc3ccccc3c2)nc2ccccc21 (stereo not drawn),-2
O=C(NCCc1c[nH]c2ccccc12)OCc1cn(Cc2cccc(Cl)c2)nn1,5
O=C(Nc1ccc2c(c1)OCCO2)C(c1ccc(C(F)(F)F)cc1)n1c(=O)c(-c2cc3ccccc3[nH]2)nc2ccccc21 (stereo not drawn),-1
Nc1c(-c2ccc(F)c(F)c2)nc2ncccn12,5
O=C(COCc1ccccc1)NC1CCCCN(Cc2cccc(Cl)c2)C1=O (stereo not drawn),2
COc1ccc(NC(=O)C(c2ccc(OC)cc2)n2c(=O)c(-c3ccco3)nc3ccccc32)cc1 (stereo not drawn),-5
# Further results follow:
SMILES,PI4K2A inh
O=C(Nc1ccc2c(c1)OCO2)OC1CC2CC1[C@H]1CCCCN1[C@H]2Cc1ccccc1 (stereo partly drawn),-2
CC(=O)c1cc(-c2cccc(Cl)c2O)c(=O)n2c1CCC2,-2
CC(=O)NC1CCCCN(C(C)C)C1=O (stereo not drawn),2
CN1C(=O)[C@@](O)(c2cccn2C)c2cc(Cl)ccc21,0
c1ccc2cc(Cn3ccc4ccc(-c5ccc6ccn(Cc7ccc8ccccc8c7)c6c5)cc43)ccc2c1,-2
CC(C)OP(=O)(O)C(C)NC(=O)OCc1ccccc1 (stereo not drawn),0

# 15 successive records out of the list so far:
SMILES,PI4K2A inh
O=C(CSc1nnc(-c2cccnc2)n1-c1ccccc1)Nc1ccc(OCc2ccccc2)cc1,-9
COC(=O)[C@@]12C[C@@H](CC(=O)NCC34CC5CC(CC(C5)C3)C4)C(=O)N(Cc3ccc4c(c3)OCO4)C1=CCC(C)(C)C2,0
COc1cccc(/C=C2\CC3(OC(=O)C4CCCCC4)CCCN2C3)c1 (stereo not drawn),-4
CCC(c1nc2ccccc2[nH]1)n1c(-c2ccc3ccccc3c2)nc2ccccc21 (stereo not drawn),-2
O=C(NCCc1c[nH]c2ccccc12)OCc1cn(Cc2cccc(Cl)c2)nn1,5
O=C(Nc1ccc2c(c1)OCCO2)C(c1ccc(C(F)(F)F)cc1)n1c(=O)c(-c2cc3ccccc3[nH]2)nc2ccccc21 (stereo not drawn),-1
Nc1c(-c2ccc(F)c(F)c2)nc2ncccn12,5
O=C(COCc1ccccc1)NC1CCCCN(Cc2cccc(Cl)c2)C1=O (stereo not drawn),2
COc1ccc(NC(=O)C(c2ccc(OC)cc2)n2c(=O)c(-c3ccco3)nc3ccccc32)cc1 (stereo not drawn),-5
O=C(Nc1ccc2c(c1)OCO2)OC1CC2CC1[C@H]1CCCCN1[C@H]2Cc1ccccc1 (stereo partly drawn),-2
CC(=O)c1cc(-c2cccc(Cl)c2O)c(=O)n2c1CCC2,-2
CC(=O)NC1CCCCN(C(C)C)C1=O (stereo not drawn),2
CN1C(=O)[C@@](O)(c2cccn2C)c2cc(Cl)ccc21,0
c1ccc2cc(Cn3ccc4ccc(-c5ccc6ccn(Cc7ccc8ccccc8c7)c6c5)cc43)ccc2c1,-2
CC(C)OP(=O)(O)C(C)NC(=O)OCc1ccccc1 (stereo not drawn),0
